CXCR6 inh: blocks human CXCR6 beta-arrestin recruitment; O00574; CHO-K1 PathHunter CXCR6 beta-arrestin, luminescence; inhibition, % at 20 µM; 360,000 compounds, 0.36% hits; in the data active = inhibition above about 34%, passing the limit was not always enough;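 note: antagonist mode with CXCL16 agonist at 10 nM final; 0% = 10 nM CXCL16 with DMSO and 100% = unstimulated wells without agonist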
Target sequence (O00574 whole entry, looked up): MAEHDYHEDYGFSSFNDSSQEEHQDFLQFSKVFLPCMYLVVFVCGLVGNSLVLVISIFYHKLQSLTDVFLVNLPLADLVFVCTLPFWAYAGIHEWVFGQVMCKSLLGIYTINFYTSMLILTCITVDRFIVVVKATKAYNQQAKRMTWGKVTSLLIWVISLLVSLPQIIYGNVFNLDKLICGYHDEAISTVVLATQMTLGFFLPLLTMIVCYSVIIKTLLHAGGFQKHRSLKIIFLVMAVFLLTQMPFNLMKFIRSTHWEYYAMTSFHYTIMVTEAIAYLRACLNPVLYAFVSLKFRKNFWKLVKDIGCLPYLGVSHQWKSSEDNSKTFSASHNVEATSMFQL
EBI2 block: blocks human EBI2 receptor beta-arrestin signaling | EBI2 beta-arrestin recruitment, luminescence, 7a,25-OHC stimulated | inhibition, % at 5 µM | AID 651636 | P32249 | 360,000 compounds, 0.81% hits; in the data active = inhibition above about 38%;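 note: enzyme fragment complementation signal reports receptor beta-arrestin coupling in cells; 0% = agonist plus DMSO wells and 100% = wells without agonist; some results beyond the cut were filed as inactive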
Target sequence (P32249 whole entry, looked up, the tested form may be a part): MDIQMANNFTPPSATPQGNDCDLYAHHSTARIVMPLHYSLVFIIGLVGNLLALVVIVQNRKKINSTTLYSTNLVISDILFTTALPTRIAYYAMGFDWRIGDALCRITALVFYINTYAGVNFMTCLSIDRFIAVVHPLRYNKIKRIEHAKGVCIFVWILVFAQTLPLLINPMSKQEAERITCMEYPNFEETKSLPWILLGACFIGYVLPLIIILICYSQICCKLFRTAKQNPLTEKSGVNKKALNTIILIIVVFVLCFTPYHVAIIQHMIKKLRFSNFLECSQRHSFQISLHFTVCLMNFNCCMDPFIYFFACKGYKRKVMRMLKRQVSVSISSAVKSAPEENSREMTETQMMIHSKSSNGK
MPTP block: inhibitors of mitochondrial permeability transition pore | isolated mouse mitochondria, Ca2+ swelling absorbance, 30 min | inhibition, % at 10 µM | 360,000 compounds, 1.4% hits;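 active = inhibition of 50% or more, scaled per plate between neutral and stimulator controls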;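 note: 0% = DMSO wells given calcium and 100% = 1 mM EGTA wells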
* = called active by the depositor.

SMILES | CXCR6 inh | EBI2 block | MPTP block
Cc1sc2ccccc2c1CNC[C@H]1O[C@@H](n2ccc(N)nc2=O)[C@H](O)[C@@H]1O | 1 | -10 | -0.4
CNc1cnc(-c2ccccc2OC)cn1 | 3 | 3 | -0.8
COc1ccc(NC(=O)COC(=O)c2ccc3c(c2)OCCO3)cc1 | -5 | -1 | 0.8
Cc1ccc(S(=O)(=O)N2CCC(=O)N([C@H](COCc3cccc(Cl)c3)C(C)C)CC2)cc1 | 8 | 9 | -0.7
Cc1ccc2c(=O)n3c(nc2c1)C(Cc1ccc(O)cc1)NC(=O)c1cccnc1-3 (stereo not drawn) | 5 | -1 | -1.0
CCCCN1C(=O)C(CC(=O)NCCN2CCOCC2)CC(C(=O)N(C(C)C)C(C)C)=C1C (stereo not drawn) | 0 | -3 | 0.9
Cc1ccc(Cc2c(-c3ccc(Br)cc3)nc3ccc(Cl)cn23)cc1 | 16 | 28 | 2.2
OC[C@@H]1CN(Cc2ccccc2)C[C@H](n2cnc3c(NC4CCCC4)ncnc32)O1 | -8 | 0 | 0.1
O=C(NCCN1CCNC1=O)c1ccc2sc([C@@H]3O[C@H](CO)[C@H](O)[C@H](O)[C@H]3O)nc2c1 | -4 | 2 | 0.4
CC(O)(c1cccnc1)c1nc(-c2ccc3c(c2)OCO3)cs1 (stereo not drawn) | 2 | 13 | 0.9
COc1ccccc1C1SCCN1S(=O)(=O)c1ccccc1 (stereo not drawn) | -1 | -1 | 0.0
Cc1cc(C)n2c(Nc3ccc4c(c3)OCCO4)c(CCc3ccccc3)nc2n1 | -4 | -53 | 0.5
COc1ccc(C(O)c2nc(-c3ccc(N(C)C)cc3)cs2)cc1 (stereo not drawn) | -14 | -9 | 9.0
Cc1ccc(C(=O)Nc2nnc([C@H]3C[C@H](O)[C@@H](CO)O3)s2)cc1 | 0 | 9 | 1.1
CCCS(=O)(=O)NC(=O)C1(C)CCN(C(=O)COc2ccc(Cl)cc2Cl)C1 (stereo not drawn) | -6 | 4 | 0.0
O=C(NCc1ccccc1Cl)[C@H]1CCCN1C(=O)[C@H]1CCCN1C(=O)c1ccccc1 | 1 | -5 | -0.2
CC(C)(C)n1nnnc1C(c1ccccc1)N1CCN(C/C=C/c2ccccc2)CC1 (stereo not drawn) | 8 | 32 | 1.2
CCC(CC)C(=O)N(C)c1c(C)nc2c(OCc3ccccc3C(=O)OC)cccn12 | 4 | 13 | -0.7
CCCS(=O)(=O)NC(=O)C1(C)CCN(C(=O)c2cccc3ccccc23)C1 (stereo not drawn) | -4 | -7 | 0.3
Cc1ccc(C(=O)NCCN2CCC(n3c(=O)[nH]c4ccccc43)CC2)cc1C | -5 | 1 | -0.1

Reformatted: entries from further up.
Every second line gives: CXCR6 inh | EBI2 block | MPTP block
- Cc1sc2ccccc2c1CNC[C@H]1O[C@@H](n2ccc(N)nc2=O)[C@H](O)[C@@H]1O
 : 1 | -10 | -0.4
- CNc1cnc(-c2ccccc2OC)cn1
 : 3 | 3 | -0.8
- COc1ccc(NC(=O)COC(=O)c2ccc3c(c2)OCCO3)cc1
 : -5 | -1 | 0.8
- Cc1ccc(S(=O)(=O)N2CCC(=O)N([C@H](COCc3cccc(Cl)c3)C(C)C)CC2)cc1
 : 8 | 9 | -0.7
- Cc1ccc2c(=O)n3c(nc2c1)C(Cc1ccc(O)cc1)NC(=O)c1cccnc1-3 (stereo not drawn)
 : 5 | -1 | -1.0
- CCCCN1C(=O)C(CC(=O)NCCN2CCOCC2)CC(C(=O)N(C(C)C)C(C)C)=C1C (stereo not drawn)
 : 0 | -3 | 0.9
- Cc1ccc(Cc2c(-c3ccc(Br)cc3)nc3ccc(Cl)cn23)cc1
 : 16 | 28 | 2.2
- OC[C@@H]1CN(Cc2ccccc2)C[C@H](n2cnc3c(NC4CCCC4)ncnc32)O1
 : -8 | 0 | 0.1
- O=C(NCCN1CCNC1=O)c1ccc2sc([C@@H]3O[C@H](CO)[C@H](O)[C@H](O)[C@H]3O)nc2c1
 : -4 | 2 | 0.4
- CC(O)(c1cccnc1)c1nc(-c2ccc3c(c2)OCO3)cs1 (stereo not drawn)
 : 2 | 13 | 0.9
- COc1ccccc1C1SCCN1S(=O)(=O)c1ccccc1 (stereo not drawn)
 : -1 | -1 | 0.0
- Cc1cc(C)n2c(Nc3ccc4c(c3)OCCO4)c(CCc3ccccc3)nc2n1
 : -4 | -53 | 0.5
- COc1ccc(C(O)c2nc(-c3ccc(N(C)C)cc3)cs2)cc1 (stereo not drawn)
 : -14 | -9 | 9.0
- Cc1ccc(C(=O)Nc2nnc([C@H]3C[C@H](O)[C@@H](CO)O3)s2)cc1
 : 0 | 9 | 1.1

Other entries:
SMILES | CXCR6 inh | EBI2 block | MPTP block
COc1cc(C(=O)N2CCCCC2c2cc(C(=O)Nc3ccccc3Cl)no2)cc(OC)c1C (stereo not drawn) | 11 | 18 | -0.2
CC1(C(=O)NS(=O)(=O)Cc2ccccc2)CCN1C(=O)Cc1cc(F)ccc1F (stereo not drawn) | 7 | -4 | 2.5
O=C(NCc1ccc(Cl)c(Cl)c1)c1cc(C2CCCCN2C(=O)c2cccs2)on1 (stereo not drawn) | 2 | 28 | -1.5
Cn1c(=O)c2c(ncn2CCOC(=O)C(C)(C)Oc2ccc(Cl)cc2)n(C)c1=O | -3 | -6 | -1.1
CC1(C)CC(=O)C=C(C#CC2(O)CCCCC2)C1 | -1 | -66 | -1.1
CCC(=O)N1CCC1(C)C(=O)Nc1cccc(OC)c1 (stereo not drawn) | 4 | -1 | -3.2
O=C(c1ccccc1F)N1CCC2CC1c1cc(-c3ccc4c(c3)OCO4)ccc12 (stereo not drawn) | 2 | 13 | -1.5
CSc1ncnc2c1ncn2CCCNCC1CCCCC1 | 1 | -3 | -1.2
COc1ccc(CN(C)C(=O)c2cccc(S(=O)(=O)NCc3ccccc3)c2)cc1F | -6 | -4 | 0.2
N#Cc1cc2ccncc2c2ccccc12 | -8 | -2 | -1.4
O=C1c2ccccc2C(c2nnnn2-c2ccc3c(c2)OCCO3)N1Cc1cccnc1 (stereo not drawn) | -10 | -17 | -0.9
CCN(CC)S(=O)(=O)c1ccc(-c2cn3ccccc3n2)cc1 | -3 | -3 | -0.2
C[C@@H]1CN([C@H](C)CO)C(=O)CCCn2nncc2CO[C@@H]1CN(C)S(=O)(=O)c1ccccc1 | -2 | 8 | -1.4
C[C@H]1CN([C@@H](C)CO)C(=O)c2cc(-c3cccc(C#N)c3)cnc2O[C@H]1CN(C)C(=O)c1ccccn1 | 10 | -11 | -1.2
Cc1ccccc1-c1csc(C(O)(c2ccccc2)C(F)(F)F)n1 (stereo not drawn) | -9 | 14 | 0.9
CC(C)(C)OC(=O)N1CCc2onc(-c3ccc([N+](=O)[O-])cc3)c2C1=O | -1 | -4 | 0.4
O=C(CC[C@H]1O[C@@H](n2cnc3c(NC(=O)c4ccccc4)ncnc32)[C@H](O)[C@@H]1O)NCc1ccco1 | -5 | -9 | 0.4
CCN(CC)C(=O)C1=C(C)N(Cc2ccc(OC)cc2)C(=O)C(CC(=O)NCc2cccc3ccccc23)C1 (stereo not drawn) | 2 | 9 | 1.9
COc1cccc(-c2cnc3c(NC(C)=O)cc(-c4ccncc4)cn23)c1 | -12 | 19 | -0.5
CC(C)N1C(=O)C(=O)N(CC(=O)N2c3ccccc3CC2C)C1=O (stereo not drawn) | 2 | 1 | -1.0
CC(=O)Nc1cccc(-c2ccnc3c2CC(C(=O)NCc2ccc(F)c(F)c2)O3)c1 (stereo not drawn) | -1 | -5 | 0.7
Cc1cc(Br)cn2c(Cc3ccccc3)c(-c3ccco3)nc12 | 7 | 16 | -1.0
COc1cccc(NC(=O)C2(C)CCN2CCc2ccccc2)c1 (stereo not drawn) | 1 | 11 | 1.1
Cc1ccc(C(=O)NCC(=O)OCc2nc3ccsc3c(=O)[nH]2)cc1C | -4 | -4 | 1.6
C[C@H](CO)N1C[C@H](C)[C@H](CN(C)C(=O)Nc2ccc3c(c2)OCO3)Oc2ncc(Br)cc2C1=O | 6 | 0 | -2.2
Cc1cc(NC(=O)COC(=O)CCn2c(C)csc2=O)c([N+](=O)[O-])cc1C | 1 | 10 | 0.5
COc1ccc(-c2coc3c(C(=O)NCC(C)C)cccc23)c(C)c1 | -1 | -5 | 8.3
Cc1cnc(C)c(Nc2nc(C(N)CCc3ccccc3)cs2)n1 (stereo not drawn) | -8 | -10 | 3.9
CN(C)S(=O)(=O)n1cc(/C=C(\NC(=O)c2ccccc2F)C(=O)NCCN2CCOCC2)c2ccccc21 | -2 | -12 | -0.3
CC1C(=O)N(Cc2cn(CCC3OCCCO3)nn2)CCS(=O)(=O)N1Cc1ccc(-c2cccc(N(C)C)c2)cc1 (stereo not drawn) | 0 | -9 | -1.7
COc1cccc(CNc2nc3cc(-c4cccc(C(F)(F)F)c4)sc3c(=O)n2C)c1OC | 14 | 19 | 0.8
C[C@@H](O)CNC(=O)c1[nH]cnc1C(=O)Nc1cccc(Cl)c1 | -10 | -13 | 0.9
Cc1[nH]c(=O)[nH]c(=O)c1NC(=O)c1ccccc1[N+](=O)[O-] | 1 | -7 | 0.4
Nc1[nH]c(C(=O)c2ccccc2)c(-c2ccc(Cl)cc2Cl)c1C(=O)c1ccc(Br)cc1 | 11 | -5 | 3.1
COc1ccccc1Cc1c(-c2ccc(OC)c(OC)c2)nc2ccc(C)cn12 | 5 | 15 | -0.5
CC1=C(C(=O)N(C)C)CC(CC(=O)NCCN2CCOCC2)C(=O)N1Cc1ccc(C(C)(C)C)cc1 (stereo not drawn) | -2 | -1 | -0.1
CSc1ncnc2c1ncn2CCCNC1CCN(Cc2ccccc2)CC1 | -6 | 5 | -0.2
CC(C)C[C@@H](CN1CCC[C@@H]1CN1C(=S)NC[C@@H]1Cc1ccccc1)N1C[C@H](Cc2ccc(O)cc2)N(CC2CCCCC2)C1=S | -11 | 11 | -2.6
O=C(c1[nH]c(C(F)(F)F)nc1-c1ccccc1)N1CCN(C(=O)C2CCCO2)CC1 (stereo not drawn) | -4 | -4 | 1.4
CN(C)C(CNC(=O)c1cc(Br)c(Br)s1)c1ccco1 (stereo not drawn) | -2 | 2 | 0.2
COc1cc(F)ccc1-c1cc(C(=O)Nc2cc(OC)c(OC)c(OC)c2)[nH]n1 | -1 | -6 | 0.9
COCCn1c(SCC(=O)Nc2ccc(F)cc2)nc2c(c1=O)SCC2 | 2 | -10 | 0.2
CC(=O)Nc1cc(-c2cccc(C(=O)NCCN(C)C)c2)cn2c(-c3cccc(C(F)(F)F)c3)cnc12 | -9 | 4 | -2.3
COc1cc(NC(=O)c2ccc(-c3ccc(F)c(F)c3)c3ccoc23)cc(OC)c1OC | -3 | 9 | 1.1
O=C(/C=C/c1ccc(F)cc1)Nc1cc(S(=O)(=O)N2CCOCC2)ccc1N1CCOCC1 | -8 | -4 | 1.1
Cc1cc(Br)cn2c(Cc3ccsc3)c(-c3cccc(Cl)c3)nc12 | 7 | 7 | 0.9
Cc1cc2nc(C(C)(C)C)c(Cc3cccc(F)c3)n2c(C)c1Br | -4 | -7 | 2.5
Cc1ccc(CN2CCC2(C)C(=O)NC2CCc3ccccc32)cc1 (stereo not drawn) | 4 | 10 | -0.8
CC(C)(C)c1ccc(-n2ncc3c2CCCC3NC(=O)CCC2=NNC(=O)CC2)cc1 (stereo not drawn) | -1 | -13 | 0.1
COCCNc1nc(NCCCN2CCCC2=O)c2sccc2n1 | 0 | 3 | 0.7
Cc1ccc(S(=O)(=O)NC(=O)C2(C)CCN2C(=O)Cc2ccc(C(C)(C)C)cc2)nc1 (stereo not drawn) | -1 | 0 | 0.7
COc1ccc(CN2C(=O)C(CC(=O)NCc3cccc4ccccc34)CC(C(=O)N(C(C)C)C(C)C)=C2C)cc1 (stereo not drawn) | 11 | 7 | -1.0
CSc1cccc(NC(=O)C2CCCN(S(C)(=O)=O)C2)c1 (stereo not drawn) | -6 | -12 | -0.4
CCSc1ccc(-c2cc(NC=O)c3ncc(-c4cccc(C(=O)N(C)C)c4)n3c2)cc1 | 18 | 9 | 3.7
COc1cccc(-c2cccc3c2NC(=O)C3(C)Cc2cccc(F)c2)c1 (stereo not drawn) | 10 | 18 | 0.4
CCc1nc2ccc(C(=O)NCc3ccc4c(c3)OCO4)cn2c1N(CC)CCOC | 6 | 1 | -1.8
CCCCN(C=O)c1c(CC)nc2ccc(C(=O)NCCOc3ccc(OC)cc3)cn12 | 2 | 23 | -2.6
Nc1c(CNCc2nnn(Cc3ccccc3)c2N)nnn1Cc1ccccc1 | 0 | -1 | -0.4
Cc1cc(C)n2c(Nc3c(C)cccc3C)c(-c3cccnc3)nc2n1 | -3 | -2 | 0.2
C[C@@H]1CN([C@H](C)CO)S(=O)(=O)c2ccc(C#Cc3cccc(F)c3)cc2O[C@@H]1CN(C)C(=O)CN1CCOCC1 | -2 | -3 | 0.4

Later entries:
SMILES | CXCR6 inh | EBI2 block | MPTP block
CC(C)C1OC(CCc2ccccc2)Cc2[nH][nH]c(=O)c21 (stereo not drawn) | -2 | 7 | 1.1
COc1ccc(F)cc1S(=O)(=O)N1CCc2ccccc2C1 | 1 | -5 | -3.1
CCCC(=O)N1CCC1(C)C(=O)Nc1ccc2c(c1)CCN2C(C)=O (stereo not drawn) | -2 | -5 | 1.8
COc1ccc2sc3cccc(NCCN(C)C)c3c(=O)c2c1 | 3 | 0 | 3.4
CC1(C(=O)NS(=O)(=O)c2cccc(Cl)c2)CCN1C(=O)CC1CC1 (stereo not drawn) | -6 | 6 | -0.1
Cn1ccc2c(N3CCCC3)cc3c(c21)C1CCC3C1 (stereo not drawn) | -13 | -17 | 0.4
NC(=O)c1cccc(-c2coc3c(C(=O)NCc4ccccc4)cccc23)c1 | -7 | 8 | 2.4

Assay outcomes: PubChem, Sanford-Burnham Center for Chemical Genomics

These rows are one share of the data (hit frequency here may not be typical).
